# Screening data as filed in PubChem.
# S1P4 ag: human S1P4 receptor agonism; O95977; S1P4-expressing cell line, agonist reporter assay; activation, % at 4.98 µM; 220,000 compounds, 0.35% hits; in the data active means activation above about 11%;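 further: 0% = DMSO vehicle and 100% = reference agonist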
# Target sequence (O95977 whole entry, looked up): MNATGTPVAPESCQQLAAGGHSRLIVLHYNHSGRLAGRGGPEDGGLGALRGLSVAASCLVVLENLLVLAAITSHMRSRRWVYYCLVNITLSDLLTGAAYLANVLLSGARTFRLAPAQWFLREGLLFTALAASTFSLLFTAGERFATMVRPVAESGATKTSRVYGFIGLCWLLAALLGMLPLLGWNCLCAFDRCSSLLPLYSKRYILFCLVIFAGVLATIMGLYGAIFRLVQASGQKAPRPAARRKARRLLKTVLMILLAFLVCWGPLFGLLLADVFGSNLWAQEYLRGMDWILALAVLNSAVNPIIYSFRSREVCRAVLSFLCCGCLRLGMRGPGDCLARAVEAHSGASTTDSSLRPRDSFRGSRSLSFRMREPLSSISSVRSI
# TRPML3 agonist: agonists of human TRPML3 channel | Q8TDD5 | HEK293 TRPML3-YFP, Fluo-8 calcium fluorescence; 100% = the carbachol control signal | activation, % at 3 µM | 220,000 compounds, 0.29% hits;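 active means activation above its plate's cutoff, the mean activation of the plate's test wells plus 3 SD, cut at about 12% in these data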;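 further: 0% = DMSO only wells and 100% = carbachol wells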
#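 Test system: HEK293 cells stably carrying human TRPML3-YFP; Doses: single dose, 3 µM final nominal compound, 0.3% DMSO final; Schedule: dye loading 1 h 37 °C then 30 min ambient, 125 s read; Technique: Fluo-8 calcium fluorescence; Benchmarks: high control carbachol 87 µM, low control DMSO.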
# Calpain2 inh: inhibitors of pig calpain II; inhibition, % at 16 µM; AID 1236; 220,000 compounds, 0.37% hits; purified calpain II, fluorogenic peptide substrate, 30 min;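 active means inhibition above about 50%, limit read from the data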
# zfTRPN1 agonist: zebrafish TRPN1 (NompC) channel agonism; HEK293 zebrafish TRPN1-YFP, Fluo-8 calcium fluorescence; 100% = response to 87 µM carbachol; activation, % at 3 µM; 220,000 compounds, 0.18% hits;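 active means activation above its plate's cutoff, the mean activation of test wells on that plate plus 3 SD, cut at about 19% in these data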;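 further: 0% = DMSO alone and 100% = 87 µM carbachol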
#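 System: zebrafish TRPN1-YFP in HEK293 cells / Dosing: 3 µM single point / Timing: dye loading 1 h at 37 °C, then 30 min room temperature / Signal: Fluo-8 calcium fluorescence, excitation 470-495 nm, emission 515-575 nm / Read-out basis: percent activation from peak over basal fluorescence ratio, control-normalized / Control set: high carbachol 87 µM, low DMSO alone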
# Ba/F3 V617F tox: lowers viability of Ba/F3 cells expressing EpoR and JAK2V617F; inhibition, % at 5.6 µM; ATP luminescence; 220,000 compounds, 1.1% hits; AID 1446;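 active means inhibition above the campaign mean plus 3 SD over all tested compounds, cut at about 24% in these data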;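 further: cytokine-independent growth of Ba/F3 cells driven by EpoR plus mutant JAK2; 0% = DMSO-treated cells and 100% = JAK inhibitor I control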
# EP2 mod: modulators of human EP2 prostaglandin E2 receptor. P43116. induction, % at 25 µM. EP2-expressing cells, cAMP HTRF FRET, PGE2 co-stimulation. 260,000 compounds, 0.83% hits;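 active means compounds whose cAMP rise, as percent of the full-agonist control response, exceeds 60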;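 further: rat C6 glioma line stably carrying human EP2 under a CMV promoter; the protocol text gives 20 µM as final concentration; 100% = response of wells given 1 µM PGE2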
# Target sequence (P43116 whole entry, looked up): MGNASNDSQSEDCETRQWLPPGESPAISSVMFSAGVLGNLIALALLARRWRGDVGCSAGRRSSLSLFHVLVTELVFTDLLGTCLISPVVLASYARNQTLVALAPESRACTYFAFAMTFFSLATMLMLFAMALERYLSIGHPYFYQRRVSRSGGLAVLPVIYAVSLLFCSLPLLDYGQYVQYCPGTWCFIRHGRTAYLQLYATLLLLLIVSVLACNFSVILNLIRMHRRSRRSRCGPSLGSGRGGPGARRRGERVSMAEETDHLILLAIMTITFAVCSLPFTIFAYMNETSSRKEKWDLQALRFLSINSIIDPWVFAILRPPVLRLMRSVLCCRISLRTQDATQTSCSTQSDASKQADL
# BaF3 parental: counter-screen for JAK2V617F inhibitors: parental Ba/F3 viability inhibitors; CellTiter-Glo ATP luminescence; inhibition, % at 5.6 µM; AID 1486; 220,000 compounds, 1.1% hits;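 active means inhibition above a per-campaign cutoff, the mean inhibition of all tested compounds plus 3 SD, cut at about 27% in these data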;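 further: 0% = DMSO wells and 100% = JAK Inhibitor I control wells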
# S1P4 antag: human S1P4 receptor antagonism. O95977. S1P4-expressing cells, antagonist mode, reporter read-out. inhibition, % at 4.98 µM. 220,000 compounds, 0.26% hits. AID 1510; in the data active means inhibition above about 29%;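 further: 0% = wells stimulated with agonist and 100% = vehicle wells without agonist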
# PERK inhibitor: human PERK inhibition, primary cell-based screen. Q9NZJ5. CHO PERK-DD fusion, SEAP luminescence translation reporter. inhibition, % at 5.6 µM. 220,000 compounds, 0.17% hits. AID 1416;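 active means inhibition above the mean inhibition of all tested compounds plus 3 SD, set separately per screening campaign, cut at about 2.9% in these data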;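 further: PERK kinase domain activated by AP20187 dimerizer at 100 nM; 0% = DMSO with dimerizer and 100% = rapamycin at 8.4 µM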
# * marks the source's active call; other numbers are inactive results; & = joins results of further samples.
SMILES,PERK inhibitor,Ba/F3 V617F tox,TRPML3 agonist,S1P4 ag,EP2 mod,Calpain2 inh,zfTRPN1 agonist,BaF3 parental,S1P4 antag
O=C(CN1C(=O)CSC1=O)N1CCc2ccccc2C1,1.3,-1,0.1,0.3,10,10,1.6,6,7
Nc1c(NCCC2=CCCCC2)c(=O)[nH]c(=O)n1Cc1ccccc1,-0.6,-3,0.3,2.1,11,-108,1.0,4,0
CC(C)CC(=O)Nc1ccc(C(=O)NNC(=S)NC(=O)C2CCCCC2)cc1,1.4,2,-1.2,-0.1,1,-27,-1.2,2,-13
COC(=O)c1cccc(CN2C(=O)SC(Nc3ccc(C)cc3)C2=O)c1 (configuration not stated),-0.1,-6,0.6,0.9,-19,16,-2.1,3,5
Cn1nccc1C(=O)Oc1ccc(/C=N/NC(=O)c2ccccc2O)cc1,1.6,2,0.7,-0.5,-12,-23,1.7,7,-11
Cc1cc(-c2nnc(SCC(=O)c3ccc4c(c3)OCCO4)o2)no1,0.3,-1,1.1,0.2,-4,-37,0.4,4,-13
Cc1ccc(S(=O)(=O)CCC(=O)NCc2ccc(Cl)cc2)cc1,0.5,-3,-0.1,2.0,18,0,-3.2,4,-14
Nc1cc2c(cc1C(=O)c1ccccc1F)OCCO2,0.6,3,-1.2,0.3,18,6,-1.3,4,4
COc1ccccc1N1CCN(c2ncnc3c2oc2ccccc23)CC1,-0.8,2,0.8,2.3,-30,-3,0.9,5,-21
Cc1ccc(NC(=O)CSc2nc(N)c3c4c(sc3n2)CSC(C)(C)C4)cc1,0.5,0,0.6,-0.4,-12,-2,-1.1,4,-24
CC(NC(=S)Nc1ccc(F)cc1)C(c1cccs1)N1CCOCC1 (configuration not stated),1.8,-3,-0.5,-0.1,-8,15,-3.6,2,-6
N#CC(C#N)=c1ccc2c(c1)N1C3=C(CCCC3)CC3CCCCC31N=2 (configuration not stated),-0.2,-3,-0.1,-0.3,39,-103,0.1,1,-1
CCOC(=O)c1nnc(-c2ccccc2)nc1NCc1ccccc1,-0.7,0,-0.7,0.5,45,6,-2.5,3,-11
O=C(NCc1ccco1)C(c1ccc(F)cc1)N(CC1CCCO1)C(=O)Cn1nnc2ccccc21 (configuration not stated),-0.7,1,1.0,-0.7,9,43,0.5,7,1
O=C(CCn1c(=O)[nH]c2ccsc2c1=O)NCCc1ccc(Cl)cc1,-0.2,-4,-0.8,1.2,3,-9,-1.0,2,7
C[C@H](NC(=O)c1ccccc1Cl)C(=O)OC(C(=O)Nc1cc(C(F)(F)F)ccc1Cl)c1ccccc1 (some centres not stated),-0.7,2,0.6,1.3,5,15,1.3,5,2
CC(C)(C)C(=O)NC(NC(=S)Nc1sc2c(c1C#N)CCCC2)C(Cl)(Cl)Cl (configuration not stated),-0.2,-3,0.4,2.4,-33,-72,0.2,0,-20
COCCCNC(=O)Cn1c(=O)n(CCCCCC(=O)NCc2ccc3c(c2)OCO3)c(=O)c2sccc21,0.4,5,0.2,-0.4,-20,3,-2.1,5,-12
CCCCC1CC1C(=O)Nc1ccc(OC)c(OC)c1 (configuration not stated),1.1,-3,0.8,-0.4,-8,33,1.9,2,-8
NC(=O)c1ccc(-c2ccc(Br)cc2)o1,1.4,-4,0.0,-0.6,6,-20,-0.9,-4,-32

# Brought forward from above: 2 entries, then new ones.
SMILES,PERK inhibitor,Ba/F3 V617F tox,TRPML3 agonist,S1P4 ag,EP2 mod,Calpain2 inh,zfTRPN1 agonist,BaF3 parental,S1P4 antag
CCCCC1CC1C(=O)Nc1ccc(OC)c(OC)c1 (configuration not stated),1.1,-3,0.8,-0.4,-8,33,1.9,2,-8
NC(=O)c1ccc(-c2ccc(Br)cc2)o1,1.4,-4,0.0,-0.6,6,-20,-0.9,-4,-32
Cn1c(=S)c2[nH]c(SCCN3CCCC3)nc2n(C)c1=O,1.5,-4,0.2,-1.8,18&-1,8,-0.2,1,3
CC(=O)Nc1ccc(Nc2c([N+](=O)[O-])cc(S(C)(=O)=O)cc2[N+](=O)[O-])cc1,0.2,6,0.6,-0.8,13,25,0.9,4,5
CC(C)(C)CC(=O)NCc1cccs1,0.7,-4,0.5,-0.7,-19,31,-0.3,-2,-8
Cc1onc(-c2ccc(Cl)cc2Cl)c1-c1csc(N/N=C/c2ccccc2)n1,-0.4,0,0.9,0.9,-27,-31,0.0,-2,4
O=C1c2cccc3c(N4CCCCC4)ccc(c23)C(=O)N1CCO,-0.2,0,13*,-2.4,-1,14,8.2,4,3
O=C(NCCC1=CCCCC1)c1cccc2c1C(=O)N(C1CCCCC1)C2,-0.2,3,-0.1,0.9,85*,-5,-2.6,9,-7
CNc1c([N+](=O)[O-])cnn1-c1ccc(F)cc1,1.6,7,0.4,-0.7,0,32,0.1,9,10
O=[N+]([O-])c1ccc(-n2cccn2)c(-c2nn[nH]n2)c1,0.4,-3,0.4,2.3,15,-29,0.0,1,-18
COC(=O)CSc1nc2[nH]ncc2c(=O)[nH]1,0.4,-3,1.0,-0.1,-13,5,0.7,-3,5
CC(NC(=O)NC12CC3CC(CC(C3)C1)C2)c1ccc2c(c1)OCO2 (configuration not stated),0.6,-2,-0.2,-0.5,27,5,-0.8,5,5
Cn1cnnc1SCCCN1C(=O)c2cccc3cccc(c23)C1=O,1.9,1,0.5,3.1,7,-20,0.2,2,6
CN1C[C@@H]2C[C@@H](C3=Cc4cc(Cl)ccc4OC3)N3CCC[C@@]23C1=O,0.3,-1,-0.1,0.8,19,-62,0.5,7,-15
COCCNC(=O)CSc1ccccc1C(=O)O,-0.2,1,0.6,1.9,18,15,0.7,1,-11
COc1cc([N+](=O)[O-])cc(CN2CCCCC2)c1O,0.4,7,0.3,0.8,17,19,0.4,9,-4
Cc1ccc(O)c(CO)n1,1.4,-2,1.3,1.9,-2,-22,0.6,-2,-8
Cc1cc(C)c(NC(=O)C2CCCN2CCOC(=O)c2ccccc2)c(C)c1 (configuration not stated),0.0,-6,0.3,5.1,-3,3,-2.4,3,-6
Cc1ccc(C)c(NC(=O)c2ccc(N(C)S(C)(=O)=O)cc2)c1,-0.6,-4,0.4,0.5,-6,-24,0.0,1,-13
Cc1nc2sc(C)c(C)c2c(=O)o1,-0.5,-1,0.6,-2.4,36,-1,0.3,4,-7
O=C(Nc1ccc(Cl)c([N+](=O)[O-])c1)c1ccncc1,-0.2,1,1.3,-0.6,-54,-8,0.6,0,17
O=C(CCC1CCCCC1)NCCN1C2=NC[C@H](Cc3ccc(O)cc3)N2C[C@H]1Cc1ccc(O)cc1,0.8,-5,-0.1,-2.0,6,17,-0.3,3,-4

# Single records, as listed above. Values in the order: PERK inhibitor, Ba/F3 V617F tox, TRPML3 agonist, S1P4 ag, EP2 mod, Calpain2 inh, zfTRPN1 agonist, BaF3 parental, S1P4 antag
# Cn1nccc1C(=O)Oc1ccc(/C=N/NC(=O)c2ccccc2O)cc1 reads 1.6, 2, 0.7, -0.5, -12, -23, 1.7, 7, -11
# Nc1cc2c(cc1C(=O)c1ccccc1F)OCCO2 reads 0.6, 3, -1.2, 0.3, 18, 6, -1.3, 4, 4
# Cn1c(=S)c2[nH]c(SCCN3CCCC3)nc2n(C)c1=O reads 1.5, -4, 0.2, -1.8, 18&-1, 8, -0.2, 1, 3
# COC(=O)c1cccc(CN2C(=O)SC(Nc3ccc(C)cc3)C2=O)c1 (configuration not stated) reads -0.1, -6, 0.6, 0.9, -19, 16, -2.1, 3, 5
# CC(C)(C)CC(=O)NCc1cccs1 reads 0.7, -4, 0.5, -0.7, -19, 31, -0.3, -2, -8

# (cont.)
SMILES,PERK inhibitor,Ba/F3 V617F tox,TRPML3 agonist,S1P4 ag,EP2 mod,Calpain2 inh,zfTRPN1 agonist,BaF3 parental,S1P4 antag
Cc1cc(C(=O)COC(=O)CNC(=O)c2ccco2)c(C)n1Cc1ccco1,0.2,2,0.1,-2.8,15,-7,1.6,5,-6
Cc1nnc(SCC(=O)NNC(=O)c2ccc(Br)cc2)n1C,-0.4,1,0.3,0.8,8,6,-0.1,7,7
CC(=O)NC(Cc1ccccc1)C(=O)N1CCN(C(=O)c2cccs2)CC1 (configuration not stated),0.3,2,0.1,-0.8,7&10,-9,0.6,7,21
Cc1ccc(CN2CCN(Cc3ccccc3-c3ccco3)CC2CCO)o1 (configuration not stated),0.2,1,0.2,0.4,-15,2,-0.6,6,12
Cc1ccc(Cn2cnc3c(cnn3C(C)(C)C)c2=O)cc1,0.6,2,2.0,1.2,11,-23,4.0,9,0
COC1OC(CO)C(O)C(O)C1O (configuration not stated),1.0,3,0.5,1.1,13,19,1.0,2,-12
CCOc1cccc(C(=O)Nc2cccc(C(C)=O)c2)c1,-0.3,3,-0.8,2.2,-24,37,-0.2,8,6
O=C1c2cccnc2C(=O)N1CO,0.9,-2,0.8,1.2,-4,-22,0.2,1,-1
Cc1cccc(CCNC(=O)c2cc(=O)[nH]c3ccc(Br)cc23)c1,0.6,-2,0.2,1.3,7,1,-1.2,2,-7
COCCCNC(=O)CCn1c(=O)c2ccccc2n(CC(=O)Nc2ccccc2C)c1=O,-0.2,1,1.0,2.6,15,-25,1.4,3,1
O=C(C1=C[C@@H](c2ccc(Br)cc2)C[C@@H](OCc2ccc(CO)cc2)O1)N1CCOCC1,1.0,-3,0.5,-0.9,0,0,0.4,2,10
Cc1cc(C)n(-c2nc3c(c(=O)n(C)c(=O)n3C)n2C)n1,1.1,-2,0.8,0.8,24,1,0.5,4,-15
CCOC(=O)N1CCN(C(=O)c2cc(-c3ccc(F)cc3)[nH]c2C)CC1,-1.0,5,-0.3,-0.4,-14,11,-0.1,0,-18
O=C(Cn1cnc2scc(-c3ccc(Cl)cc3)c2c1=O)N1CCOCC1,0.9,0,0.3,-0.1,2,-19,3.6,-4,-12
O=C(C1COc2ccccc2O1)N1CCc2ccccc2C1 (configuration not stated),0.1,2,-0.4,-0.8,14,24,0.0,6,-2
CCN(C(=O)COC(=O)c1cn(-c2ccccc2)nc1-c1ccccc1)C1CCS(=O)(=O)C1 (configuration not stated),0.0,-3,0.1,1.5,-8,-27,1.5,1,-26
CC(Sc1nc(-c2ccccc2)cc(C(F)(F)F)n1)C(=O)N1CCCC1 (configuration not stated),-0.1,-4,0.3,1.9,6&-8,-25,0.1,0,-9
CCc1ccc(C(=O)O)cc1,2.0,-3,1.4,3.3,-3,-12,0.6,-3,-1
Cc1csc(NC(=O)c2cn3ccccc3n2)n1,0.3,10,0.4,0.7,-7,3,0.9,12,-1
CCn1c2ccccc2c2cc(CN3CCN(S(=O)(=O)Cc4ccccc4)CC3)ccc21,-0.4,1,0.4,0.7,7,-1,-0.1,3,-22
CCOC(=O)c1sc2ccccc2c1NC(=O)c1coc2ccccc2c1=O,0.7,-3,0.4,5.6,21,-44,-0.3,-4,-36
C=CCn1c(SCC(=O)c2[nH]c(C)c(C(=O)OC)c2C)nc2scc(-c3ccc(OC)c(OC)c3)c2c1=O,1.8,-4,-0.2,4.1,-4,6,-0.7,0,-2
